Screens from PubChem BioAssay.
M18AAP inhibitor = blocks P. falciparum M18 aspartyl aminopeptidase; recombinant PfM18AAP, H-Glu-NHMec fluorogenic cleavage; inhibition, % at 7.35 µM; 1.2% of 290,000 active; AID 1822;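 active = inhibition above the campaign mean inhibition over all tested compounds plus 3 SD, cut at about 28% in these data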;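 note: 0% = plate median of test compound wells and 100% = 2 mM ZnCl2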
HCV NS3 hel inh = inhibitors of Hepatitis C virus NS3 helicase; NS3 helicase DNA unwinding, Cy5 molecular beacon fluorescence; inhibition, % at 10.9 µM; 0.56% of 290,000 active;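 active = inhibition above the mean of all tested compounds plus 3 SD, set per campaign, cut at about 35% in these data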;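 note: 0% = DMSO wells and 100% = thioflavine S control wells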
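Compound dosing – single dose, 10.9 µM nominal final, DMSO 0.8% final · System – NS3 helicase fragment of HCV · Buffer or medium – MOPS pH 6.5, MgCl2, DTT, Tween20, BSA · Signal – Cy5 beacon fluorescence read at start and 1 h · Also added – annealed dual-labelled DNA beacon duplex, ATP-started · Schedule – 1 h at 25 °C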
VIM-2 inh = inhibitors of Pseudomonas aeruginosa VIM-2 metallo-beta-lactamase | purified VIM-2, nitrocefin hydrolysis, epi-absorbance fluorescence | inhibition, % at 5.6 µM | 0.89% of 290,000 active | AID 1527;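 active = inhibition above the mean of all tested compounds plus 3 SD, cutoff set per screening run, cut at about 7.5% in these data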;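 note: red hydrolysis product quenches plate fluorescence so inhibitors raise well fluorescence; 0% = enzyme with DMSO and 100% = DMSO without enzyme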
NALP1 inh = blocks the NALP1 inflammasome reconstituted in yeast; S. cerevisiae NALP1/ASC/caspase-1 growth, X-gal OD620, 72 h; inhibition, % at 10 µM; 0.61% of 280,000 active; AID 2071; in the data active = inhibition mostly above about 24%, no sharp cut-off; inactive = mostly below about 32%; note: some compounds called inactive have numbers as strong as hits
MEKK2 mut-MEK5 = signal of MEK5 binding to mutant human MEKK2 PB1 domain; bead flow cytometry, Alexa488-MEK5 binding to MEKK2 mutant; percent response, % at 10 µM; 0.35% of 290,000 active; AID 1530; in the data active = percent response above about 24%, passing the limit was not always enough; note: inactives centre near 1; some results filed as inactive read as strong as hits
DNA FID counter = fluorescent intercalator displacement, NS3 helicase counter-screen; DNA fluorescent intercalator displacement, fluorescence; inhibition, % at 7.9 µM; 0.17% of 290,000 active; AID 1845; in the data active = inhibition above about 37%;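 note: 0% = vehicle and 100% = reference compound; higher means more ethidium bromide displaced from hairpin DNA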
SUMO HTRF inh = inhibitors of human SUMOylation (UBC9) | inhibition, % at 35 µM | P63279 | AID 2006 | 0.36% of 290,000 active | HTRF SUMOylation assay, SAE1/SAE2 + UBC9, in vitro; in the data active = inhibition above about 50%, passing the limit was not always enough; note: strong numbers were not always called active
Target sequence (P63279 whole entry, looked up): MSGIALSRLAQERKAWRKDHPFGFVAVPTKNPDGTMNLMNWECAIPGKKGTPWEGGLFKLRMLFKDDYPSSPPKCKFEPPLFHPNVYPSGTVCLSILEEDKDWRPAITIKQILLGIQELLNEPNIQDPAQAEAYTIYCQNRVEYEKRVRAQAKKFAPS
IMP-1 inhibitor = blocks Pseudomonas aeruginosa IMP-1 metallo-beta-lactamase; purified IMP-1, nitrocefin hydrolysis, epi-absorbance fluorescence; inhibition, % at 5.6 µM; 0.45% of 290,000 active; AID 1556;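 active = inhibition above the mean plus 3 SD of all compounds in the same screening run, cut at about 4.5% in these data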;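 note: 0% = IMP-1 with DMSO and 100% = DMSO wells lacking enzyme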
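system = purified recombinant IMP-1 beta-lactamase | amount = 0.2 nM IMP-1, as dispensed | medium = HEPES buffer pH 7.1 with ZnSO4 and Brij 35 | times = 25 °C, 15 min preincubation, 25 min reaction | detection = plate fluorescence quenching by hydrolysis product, ex 480/em 530 nm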
MEKK2wt PB1 HTS = raises or lowers MEK5 binding to wildtype human MEKK2 PB1 domain. bead flow cytometry, Alexa488-MEK5 binding to MEKK2 WT; actives lie on both sides. binding response (% of control), % at 10 µM. 1.1% of 290,000 active. AID 1531; in the data active = binding response below about 67% or above about 130%
* marks the source's active call; other numbers are inactive results.

Results for COc1ccc(NC(=O)c2ccc(CN3CCc4ccccc4C3)cc2)cc1OC ?
M18AAP inhibitor: 4; HCV NS3 hel inh: -2; VIM-2 inh: -0.7; NALP1 inh: 9; MEKK2 mut-MEK5: 6; DNA FID counter: -2; SUMO HTRF inh: 2; IMP-1 inhibitor: -1.8; MEKK2wt PB1 HTS: 110

What do the screens show for `Cc1ccc(NC(=O)CN2C(=O)S/C(=C\c3ccc(-c4cccc(C(=O)O)c4C)o3)C2=O)cc1`?
M18AAP inhibitor: 8; HCV NS3 hel inh: 22; VIM-2 inh: -0.5; NALP1 inh: -2; MEKK2 mut-MEK5: -7; DNA FID counter: -17; SUMO HTRF inh: 26; IMP-1 inhibitor: -2.9; MEKK2wt PB1 HTS: 86

Results for COc1ccc(CNC(=S)Nc2ccccc2F)cc1 ?
M18AAP inhibitor: -1; HCV NS3 hel inh: -7; VIM-2 inh: -0.4; NALP1 inh: 10; MEKK2 mut-MEK5: 0; DNA FID counter: -4; SUMO HTRF inh: 0; IMP-1 inhibitor: 1.0; MEKK2wt PB1 HTS: 107

Results for O/C=c1\ccc2cccc3nc(C(F)(F)F)nc1c23 ?
M18AAP inhibitor: 17; HCV NS3 hel inh: 27; VIM-2 inh: 21*; NALP1 inh: 0; MEKK2 mut-MEK5: -11; DNA FID counter: 5; SUMO HTRF inh: 20; IMP-1 inhibitor: 6.8*; MEKK2wt PB1 HTS: 95

What do the screens show for `O=C(N/N=C/c1ccc(O)cc1O)c1ccc(NC(=O)C2CCCCC2)cc1`?
M18AAP inhibitor: 0; HCV NS3 hel inh: -2; VIM-2 inh: -3.9; NALP1 inh: 19; MEKK2 mut-MEK5: 3; DNA FID counter: -28; SUMO HTRF inh: -25; IMP-1 inhibitor: -3.4; MEKK2wt PB1 HTS: 105

How did Nc1nonc1-n1nnc(C(=O)N/N=C/c2cccc(F)c2)c1-c1ccc2c(c1)OCO2 do in these assays?
M18AAP inhibitor: 0; HCV NS3 hel inh: -12; VIM-2 inh: -0.5; NALP1 inh: 27; MEKK2 mut-MEK5: -2; DNA FID counter: -10; SUMO HTRF inh: 12; IMP-1 inhibitor: -2.2; MEKK2wt PB1 HTS: 93

What do the screens show for `COC(=O)c1ccc(NS(=O)(=O)c2ccc3c(c2)oc(=O)n3C)cc1`?
NALP1 inh: -16; MEKK2 mut-MEK5: 3; SUMO HTRF inh: 20; MEKK2wt PB1 HTS: 102

How did Cc1cc(C)cc(NC(=O)CCNS(=O)(=O)c2ccc3c(c2)oc(=O)n3C)c1 do in these assays?
M18AAP inhibitor: 5; HCV NS3 hel inh: -5; VIM-2 inh: -5.8; NALP1 inh: 9; MEKK2 mut-MEK5: -5; DNA FID counter: -1; SUMO HTRF inh: -2; IMP-1 inhibitor: -4.8; MEKK2wt PB1 HTS: 95

Results for O=C(COC(=O)c1cccc(S(=O)(=O)N2CCN(c3ccc(F)cc3)CC2)c1)NCC1CCCO1 (stereo not drawn) ?
M18AAP inhibitor: 3; HCV NS3 hel inh: -2; VIM-2 inh: -2.7; NALP1 inh: 9; MEKK2 mut-MEK5: -3; DNA FID counter: -22; SUMO HTRF inh: 16; IMP-1 inhibitor: -2.9; MEKK2wt PB1 HTS: 101

Results for Cc1cc(C2C(C#N)=C(N)OC3=C2C(=O)CC(C)(C)C3)c(C)s1 (stereo not drawn) ?
M18AAP inhibitor: -7; HCV NS3 hel inh: 9; VIM-2 inh: -1.6; NALP1 inh: 10; MEKK2 mut-MEK5: 6; DNA FID counter: -9; SUMO HTRF inh: 1; IMP-1 inhibitor: -1.6; MEKK2wt PB1 HTS: 114

What do the screens show for `COc1ccc(-n2nc(C(=O)NCC(=O)NCC3CCCO3)c3ccccc3c2=O)cc1` (stereo not drawn)?
M18AAP inhibitor: -1; HCV NS3 hel inh: 6; VIM-2 inh: -3.6; NALP1 inh: 22; MEKK2 mut-MEK5: -1; DNA FID counter: -4; SUMO HTRF inh: 34; IMP-1 inhibitor: -0.6; MEKK2wt PB1 HTS: 103

What do the screens show for `O=C(COC(=O)c1cc(-c2cccs2)nn1-c1ccccc1)Nc1ccc(F)c([N+](=O)[O-])c1`?
M18AAP inhibitor: -3; HCV NS3 hel inh: 5; VIM-2 inh: -2.0; NALP1 inh: -7; MEKK2 mut-MEK5: -2; DNA FID counter: 6; SUMO HTRF inh: -13; IMP-1 inhibitor: -0.5; MEKK2wt PB1 HTS: 94

Results for COc1ccc(-c2nc(CSCC(=O)NCc3ccc4c(c3)OCO4)c(C)o2)cc1OC ?
M18AAP inhibitor: 0; HCV NS3 hel inh: -10; VIM-2 inh: -2.1; NALP1 inh: 5; MEKK2 mut-MEK5: 8; DNA FID counter: -28; SUMO HTRF inh: 16; IMP-1 inhibitor: -0.3; MEKK2wt PB1 HTS: 103

Results for CCC1CCCCN1C(=O)CSc1nc2c(cnn2-c2ccc(C)cc2)c(=O)[nH]1 (stereo not drawn) ?
M18AAP inhibitor: 13; HCV NS3 hel inh: 8; VIM-2 inh: -1.2; MEKK2 mut-MEK5: 8; DNA FID counter: -4; SUMO HTRF inh: 15; IMP-1 inhibitor: 0.4; MEKK2wt PB1 HTS: 115

How did COc1ccc(CNC(=O)C(C#N)c2nc3ccccc3nc2N2CCCC2)cc1 (stereo not drawn) do in these assays?
M18AAP inhibitor: 8; HCV NS3 hel inh: 9; VIM-2 inh: 0.7; NALP1 inh: 25; MEKK2 mut-MEK5: 7; DNA FID counter: -5; SUMO HTRF inh: -2; IMP-1 inhibitor: -1.5; MEKK2wt PB1 HTS: 103

How did C1CNCCOCCNCCN1 do in these assays?
M18AAP inhibitor: -5; HCV NS3 hel inh: -1; VIM-2 inh: 1.2; NALP1 inh: -2; MEKK2 mut-MEK5: 3; DNA FID counter: 6; SUMO HTRF inh: -53; IMP-1 inhibitor: -2.0; MEKK2wt PB1 HTS: 104

What do the screens show for `Cc1cc(C)nc(N2N=C(c3ccccc3)CC2=O)n1`?
M18AAP inhibitor: 0; HCV NS3 hel inh: -1; VIM-2 inh: -1.0; NALP1 inh: -4; MEKK2 mut-MEK5: 4; DNA FID counter: -1; SUMO HTRF inh: -35; IMP-1 inhibitor: -1.6; MEKK2wt PB1 HTS: 107

Results for COc1ccc(C(=O)Nc2nnc(S(=O)(=O)Cc3ccccc3)s2)cc1 ?
M18AAP inhibitor: -2; HCV NS3 hel inh: 3; VIM-2 inh: -1.6; NALP1 inh: 18; MEKK2 mut-MEK5: -1; DNA FID counter: -6; SUMO HTRF inh: 8; IMP-1 inhibitor: -2.0; MEKK2wt PB1 HTS: 98

How did O=C(CCN1C(=O)c2ccccc2C1=O)OCN1C(=O)c2ccccc2C1=O do in these assays?
M18AAP inhibitor: -2; HCV NS3 hel inh: -5; VIM-2 inh: -5.1; NALP1 inh: -10; MEKK2 mut-MEK5: -3; DNA FID counter: -4; SUMO HTRF inh: 0; IMP-1 inhibitor: -3.3; MEKK2wt PB1 HTS: 100

Results for Cc1ccccc1NC(=S)N(Cc1cccs1)C1CCCC1 ?
M18AAP inhibitor: -9; HCV NS3 hel inh: 0; VIM-2 inh: 0.6; NALP1 inh: 5; MEKK2 mut-MEK5: -1; DNA FID counter: -1; SUMO HTRF inh: -5; IMP-1 inhibitor: 1.1; MEKK2wt PB1 HTS: 99

What do the screens show for `CCN(CCCNC(=O)COc1cc(=O)n(CC)c2ccccc12)Cc1ccccc1`?
M18AAP inhibitor: -5; HCV NS3 hel inh: 3; VIM-2 inh: -0.7; NALP1 inh: 5; MEKK2 mut-MEK5: -1; DNA FID counter: 4; SUMO HTRF inh: -7; IMP-1 inhibitor: -0.8; MEKK2wt PB1 HTS: 100

How did C=CCSc1nnc(C)n1-c1ccc(Cl)cc1 do in these assays?
M18AAP inhibitor: 2; HCV NS3 hel inh: -1; VIM-2 inh: -2.1; NALP1 inh: 3; MEKK2 mut-MEK5: 2; DNA FID counter: -7; SUMO HTRF inh: 30; IMP-1 inhibitor: -0.6; MEKK2wt PB1 HTS: 103

Results for Cc1noc(NC(=O)c2ccc(F)cc2)c1C#N ?
M18AAP inhibitor: -16; HCV NS3 hel inh: 0; VIM-2 inh: -0.2; NALP1 inh: 25; MEKK2 mut-MEK5: 20; DNA FID counter: 1; SUMO HTRF inh: -2; IMP-1 inhibitor: -1.3; MEKK2wt PB1 HTS: 114

How did COc1ccc(C(=O)OCC(=O)NCCCc2ccccc2)cc1OC do in these assays?
M18AAP inhibitor: -5; HCV NS3 hel inh: 3; VIM-2 inh: -3.2; NALP1 inh: 6; MEKK2 mut-MEK5: 11; DNA FID counter: -33; SUMO HTRF inh: 6; IMP-1 inhibitor: -2.7; MEKK2wt PB1 HTS: 110

The last 2 compounds of the part above lead into the next.
Results for Cc1noc(NC(=O)c2ccc(F)cc2)c1C#N ?
M18AAP inhibitor: -16; HCV NS3 hel inh: 0; VIM-2 inh: -0.2; NALP1 inh: 25; MEKK2 mut-MEK5: 20; DNA FID counter: 1; SUMO HTRF inh: -2; IMP-1 inhibitor: -1.3; MEKK2wt PB1 HTS: 114

How did COc1ccc(C(=O)OCC(=O)NCCCc2ccccc2)cc1OC do in these assays?
M18AAP inhibitor: -5; HCV NS3 hel inh: 3; VIM-2 inh: -3.2; NALP1 inh: 6; MEKK2 mut-MEK5: 11; DNA FID counter: -33; SUMO HTRF inh: 6; IMP-1 inhibitor: -2.7; MEKK2wt PB1 HTS: 110

How did O=C(Nc1ccc2c(c1)CCC2)Nc1ccc(F)cc1F do in these assays?
M18AAP inhibitor: -2; HCV NS3 hel inh: 8; VIM-2 inh: 1.1; NALP1 inh: 7; MEKK2 mut-MEK5: -2; DNA FID counter: 5; SUMO HTRF inh: -6; IMP-1 inhibitor: 0.4; MEKK2wt PB1 HTS: 99

Results for CCOc1ccccc1NC(=O)C1CCC(CNc2c(N3CCOCC3)c(=O)c2=O)CC1 (stereo not drawn) ?
M18AAP inhibitor: 2; HCV NS3 hel inh: 15; VIM-2 inh: -2.1; NALP1 inh: 18; MEKK2 mut-MEK5: 1; DNA FID counter: -15; SUMO HTRF inh: 1; IMP-1 inhibitor: -3.2; MEKK2wt PB1 HTS: 110

How did CCOc1ccc(N(CC(=O)Nc2nccs2)S(=O)(=O)c2c(C)noc2C)cc1 do in these assays?
M18AAP inhibitor: -2; HCV NS3 hel inh: -12; VIM-2 inh: -1.1; NALP1 inh: 1; MEKK2 mut-MEK5: 3; DNA FID counter: -17; SUMO HTRF inh: -7; IMP-1 inhibitor: -1.9; MEKK2wt PB1 HTS: 102

What do the screens show for `Cn1cc(CN2CCC(n3nccc3NC(=O)C3CCCC3)CC2)cn1`?
M18AAP inhibitor: 1; HCV NS3 hel inh: 1; VIM-2 inh: -2.1; NALP1 inh: 4; MEKK2 mut-MEK5: 4; DNA FID counter: 0; SUMO HTRF inh: 6; IMP-1 inhibitor: -2.9; MEKK2wt PB1 HTS: 106

Results for O=C(Nc1ccc(F)cc1F)N1CCN(c2ncccn2)CC1 ?
M18AAP inhibitor: -12; HCV NS3 hel inh: -8; VIM-2 inh: -0.3; NALP1 inh: 21; MEKK2 mut-MEK5: 12; DNA FID counter: 1; SUMO HTRF inh: 24; IMP-1 inhibitor: 0.2; MEKK2wt PB1 HTS: 111

Hits appear at their usual frequency; 4.7% or so of the library scored in one or more.
